Source: PubChem BioAssay (Broad Institute)
BL2 CD40 inh: CD40 pathway inhibition in BL2 cells | BL2 NF-kB luciferase reporter, CD40L-induced, 4 h | inhibition, % at 10 µM | 0.94% of 83,000 active | AID 1053188;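 active = mean inhibition of at least 50% with a set share of replicates also reaching that level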;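 note: 0% = neutral control wells and 100% = IKK inhibitor VII at 50 µM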
Active calls of the source: *; [ ] = dose if it differs, or a comment. An excerpt; count on the stated rates, not on these rows.

Start of the data: the first 11 compounds, ahead of the listing:
Screening O=C(NCCCO)C12CC3CC(CC(C3)C1)C2 returned BL2 CD40 inh -1.
Screening CCNC(=O)COC(=O)CCC(=O)c1cccs1 returned BL2 CD40 inh 10.
For COc1ccc(Br)c(C(=O)NNC(=O)c2ccc(NS(=O)(=O)c3cccs3)cc2)c1 the results were BL2 CD40 inh 3.
For O=C(Cc1ccc(S(=O)(=O)N2CCOCC2)s1)OCc1ccc(Cl)cc1 the results were BL2 CD40 inh 7.
`CC(C)N(C[C@@H]1[C@@H](c2ccccc2)[C@H](CO)N1S(C)(=O)=O)C(=O)CN(C)C` gave BL2 CD40 inh 8[25 µM].
Screening Cc1ccnc(NCn2nnc3ccccc32)c1 returned BL2 CD40 inh 5.
`Cn1cnc(CCNC(=O)C[C@@H]2CC[C@H]3[C@@H](COC[C@@H](O)CN3C(=O)Nc3ccc(C(F)(F)F)cc3)O2)c1` gave BL2 CD40 inh 1[25 µM].
Screening COc1ccc(-n2c(SCC(=O)Nc3cc(C)on3)nc3c(c2=O)SC(C)C3)cc1 (stereo unspecified) returned BL2 CD40 inh 1.
Screening O=C(C[C@@H]1CC[C@@H]2[C@H](COC[C@@H](O)CN2S(=O)(=O)c2cccc(Cl)c2)O1)N1CCOCC1 returned BL2 CD40 inh -7[25 µM].
`Cc1cc(C)n(-c2nc(NCC3CCCO3)c3c4c(sc3n2)COC(C)(C)C4)n1` (stereo unspecified) gave BL2 CD40 inh -33.
COc1ccc(-c2ccc([C@H]3[C@H](C#N)N[C@H]3CO)cc2)cc1 was read as BL2 CD40 inh -8[25 µM].

Main list (from the top)
Screening O=C(NCCCO)C12CC3CC(CC(C3)C1)C2 returned BL2 CD40 inh -1.
Screening CCNC(=O)COC(=O)CCC(=O)c1cccs1 returned BL2 CD40 inh 10.
For COc1ccc(Br)c(C(=O)NNC(=O)c2ccc(NS(=O)(=O)c3cccs3)cc2)c1 the results were BL2 CD40 inh 3.
For O=C(Cc1ccc(S(=O)(=O)N2CCOCC2)s1)OCc1ccc(Cl)cc1 the results were BL2 CD40 inh 7.
`CC(C)N(C[C@@H]1[C@@H](c2ccccc2)[C@H](CO)N1S(C)(=O)=O)C(=O)CN(C)C` gave BL2 CD40 inh 8[25 µM].
Screening Cc1ccnc(NCn2nnc3ccccc32)c1 returned BL2 CD40 inh 5.
`Cn1cnc(CCNC(=O)C[C@@H]2CC[C@H]3[C@@H](COC[C@@H](O)CN3C(=O)Nc3ccc(C(F)(F)F)cc3)O2)c1` gave BL2 CD40 inh 1[25 µM].
Screening COc1ccc(-n2c(SCC(=O)Nc3cc(C)on3)nc3c(c2=O)SC(C)C3)cc1 (stereo unspecified) returned BL2 CD40 inh 1.
Screening O=C(C[C@@H]1CC[C@@H]2[C@H](COC[C@@H](O)CN2S(=O)(=O)c2cccc(Cl)c2)O1)N1CCOCC1 returned BL2 CD40 inh -7[25 µM].
`Cc1cc(C)n(-c2nc(NCC3CCCO3)c3c4c(sc3n2)COC(C)(C)C4)n1` (stereo unspecified) gave BL2 CD40 inh -33.
COc1ccc(-c2ccc([C@H]3[C@H](C#N)N[C@H]3CO)cc2)cc1 was read as BL2 CD40 inh -8[25 µM].
`CCCNC(=O)[C@@H]1[C@@H](CO)[C@@H]2Cn3c(ccc(C4=CCCC4)c3=O)[C@H]1N2C(=O)CC1CC1` gave BL2 CD40 inh 6[25 µM].
Screening COc1ccc(S(=O)(=O)N(C)C[C@@H]2OCCCC[C@H](C)Oc3ccc(NS(=O)(=O)c4ccc(Cl)cc4)cc3C(=O)N([C@@H](C)CO)C[C@H]2C)cc1 returned BL2 CD40 inh 6.
O=C(C[C@H]1CC[C@@H](NS(=O)(=O)c2ccccc2F)[C@@H](CO)O1)NCCCN1CCOCC1 was read as BL2 CD40 inh 3[25 µM].
For CCOc1cc(N2CCOCC2)c(OCC)cc1NC(=O)C1CC(=O)N(c2ccccc2OCC)C1 (stereo unspecified) the results were BL2 CD40 inh 10.
For O=C(NC1CC1)c1cc(Cl)nc2ccccc12 the results were BL2 CD40 inh 2.
For O=C(Nc1ccc(F)cc1)N1C[C@@H]2[C@H](c3ccccc31)[C@H](CO)N2Cc1cocn1 the results were BL2 CD40 inh -14[25 µM].
Cn1c(=O)c2[nH]c(NN=Cc3ccc(F)cc3)nc2n(C)c1=O was read as BL2 CD40 inh -3.
Screening O=C(NCc1ccc2c(c1)OCO2)c1ccc(C2SCC(=O)N2Cc2ccco2)cc1 (stereo unspecified) returned BL2 CD40 inh 15.
`N#CCCn1cc(C(N)=O)c(-c2cccs2)n1` gave BL2 CD40 inh 8.
Screening O=C(CN1C(=O)COc2ccccc21)N1CCc2ccccc21 returned BL2 CD40 inh -4.
`O=S(=O)(c1ccc(F)cc1)N1CCCCN2[C@H](CO)[C@@H](c3ccc(-c4cncnc4)cc3)[C@H]2C1` gave BL2 CD40 inh 1[25 µM].
`O=C(NCc1ccccc1)C1CCN(C(=O)Cc2ccccc2)CC1` gave BL2 CD40 inh 5.
Screening CCOC(=O)NC(CC(=O)O)c1ccc(OC)c(OC)c1 (stereo unspecified) returned BL2 CD40 inh 11.
Screening COCCn1c(-c2ccco2)nc2nc3ccccc3nc21 returned BL2 CD40 inh -15.
Cc1sc2ncnc(N3CCC(C(=O)NNC(=O)c4ccc(Cl)cc4)CC3)c2c1C was read as BL2 CD40 inh 2.
`O=C1OC(c2ccc3ccccc3c2O)(c2ccc3ccccc3c2O)c2ccccc21` gave BL2 CD40 inh -42.
CCOC(=O)c1cc(CC)sc1NC(=O)c1ccc(N2CCOCC2)c([N+](=O)[O-])c1 was read as BL2 CD40 inh 4.
For Cc1cc2c(cc(C(=O)OC(C)C(=O)NCc3ccc(F)cc3)n2C)o1 (stereo unspecified) the results were BL2 CD40 inh -13.
Screening N#Cc1ccc(CSc2nnc(-c3cccnc3)n2-c2ccccc2)cc1 returned BL2 CD40 inh 6.
N#Cc1nc(-c2cccc3ccccc23)oc1N1CCCCC1 was read as BL2 CD40 inh -6.
For COc1ccc(CNC(=O)COc2ccc(S(=O)(=O)N3CCOCC3)cc2)cc1 the results were BL2 CD40 inh 2.
N#Cc1ccsc1NC(=O)c1ccccn1 was read as BL2 CD40 inh -24.
For Cc1ccc(C(=O)CC(=O)COc2ccc(Cl)cc2)cc1 the results were BL2 CD40 inh -13.
`O=C(Nc1ccsc1C(=O)NC1CCCCC1)c1ccccc1` gave BL2 CD40 inh 8.
`COCC(C)n1c(SCC(=O)N2CCOCC2)nc2ccccc2c1=O` (stereo unspecified) gave BL2 CD40 inh -2.
Screening c1ccc(OCCn2c(-c3ccco3)nc3ccccc32)cc1 returned BL2 CD40 inh -32.
C[C@H](O)C#Cc1ccc([C@@H]2[C@@H](CO)N3CCCCN(S(=O)(=O)Cc4ccccc4)C[C@H]23)cc1 was read as BL2 CD40 inh 17[25 µM].
`C[C@H]1CN([C@@H](C)CO)C(=O)CCCn2nncc2CO[C@@H]1CN(C)Cc1ccc2c(c1)OCCO2` gave BL2 CD40 inh -5.
C[C@@H]1CN([C@@H](C)CO)C(=O)c2cc(NS(=O)(=O)c3cn(C)cn3)ccc2O[C@@H]1CN(C)S(=O)(=O)c1ccc(F)cc1 was read as BL2 CD40 inh 0[25 µM].
For CCc1ncc(CN2CCC(C(=O)Nc3cccc(-c4cscn4)c3)CC2)cn1 the results were BL2 CD40 inh 7.
Screening NC(=O)C1=C(N=C2CCCCC2)CCCC1 returned BL2 CD40 inh -6.
`Cc1cc2ccccn2c1C(=O)c1cccc(S(=O)(=O)N2CCOCC2)c1` gave BL2 CD40 inh 7.
`CC(C)NC(=O)NCC[C@@H]1CC[C@H](NS(=O)(=O)c2ccc(Oc3ccccc3)cc2)[C@H](CO)O1` gave BL2 CD40 inh 7[25 µM].
Cn1ccnc1C(OC(=O)c1ccc(Cl)cc1)C(F)(F)F (stereo unspecified) was read as BL2 CD40 inh 3.
Screening CC(C)(C)NC(=O)Cn1c(=O)oc2ccc(Cl)cc21 returned BL2 CD40 inh 3.
`COC(=O)C[C@H]1CC[C@@H]2[C@@H](COc3ccc(NC(=O)Nc4c(C)noc4C)cc3C(=O)N2C)O1` gave BL2 CD40 inh 15[25 µM].
Cc1noc(C)c1C(=O)Nc1cc(S(=O)(=O)N2CCCCC2)ccc1N(C)C was read as BL2 CD40 inh -9.
Screening CO[C@@H]1CN(C)C(=O)c2cc(NC(=O)c3nc4ccccc4s3)ccc2OC[C@H](C)N(Cc2cccnc2)C[C@H]1C returned BL2 CD40 inh 9.
CC(=O)N1CCN(c2ccc(Oc3ccc([N+](=O)[O-])c(C(F)(F)F)c3)cc2)CC1 was read as BL2 CD40 inh 16.
O=C(O)c1cnc(-c2ccccc2)nc1-c1ccccc1 was read as BL2 CD40 inh 12.
CCN(CC1CCCO1)C(=O)CCc1nnc(CCc2ccccc2)o1 (stereo unspecified) was read as BL2 CD40 inh 14.
For C[C@@H]1CN([C@@H](C)CO)C(=O)CCCn2nncc2CO[C@H]1CN(C)S(=O)(=O)c1ccc(C#N)cc1 the results were BL2 CD40 inh -11[25 µM].
For Cn1nnnc1SCc1ccc(C(=O)Nc2ccccc2F)cc1 the results were BL2 CD40 inh -23.
`Cc1cccn2c(CNCC(C)Oc3cccnc3)c(C(=O)N3CCOCC3)nc12` (stereo unspecified) gave BL2 CD40 inh 9.
O=C(NCc1ccc2c(c1)OCO2)c1ccc(N2CCCC2=O)cc1 was read as BL2 CD40 inh -20.
For Cn1ccc(C(=O)Nc2ccc3c(c2)OCCO3)n1 the results were BL2 CD40 inh -3.
`O=C(NC1=NCCS1)c1ccc(-c2ccc(Cl)cc2)o1` gave BL2 CD40 inh -63.
Screening COCC(=O)n1nc(-c2ccccc2)nc1NCc1ccccc1 returned BL2 CD40 inh -32.
C#CC1(O)CCC2C3CCc4cc(O)cc(C)c4C3CCC21C (stereo unspecified) was read as BL2 CD40 inh -25.
For C[C@@H]1CN([C@@H](C)CO)C(=O)c2cc(NC(=O)CCCN(C)C)ccc2O[C@@H]1CN(C)Cc1ccc(Cl)c(Cl)c1 the results were BL2 CD40 inh 1[25 µM].
Cc1ccc(NC(=O)COC(=O)c2nn(-c3ccc(Cl)cc3)cc2O)cc1 was read as BL2 CD40 inh -32.
Screening c1cncc(-c2cccnc2)c1 returned BL2 CD40 inh 15.
For C[C@@H]1CN([C@@H](C)CO)C(=O)c2c(c3ccccc3n2C)-c2ccccc2CO[C@@H]1CN(C)C(=O)Nc1ccc(F)cc1 the results were BL2 CD40 inh -7[25 µM].
CCN1[C@H](C(=O)NCc2ccccn2)[C@@H](CO)[C@@H]2Cn3c(ccc(C4=CCCCC4)c3=O)[C@@H]21 was read as BL2 CD40 inh 15[25 µM].
O=C1CCC(C2CCc3cc(O)ccc3C2)C1 (stereo unspecified) was read as BL2 CD40 inh -17.
`O=C(CNc1cccc(S(=O)(=O)N2CCCCCC2)c1)Nc1cccc([N+](=O)[O-])c1` gave BL2 CD40 inh 20.
For CCN(Cc1ccccc1)S(=O)(=O)c1ccc2c(c1)NC(=O)CS2 the results were BL2 CD40 inh 8.
Screening O=C(O)COc1ccc(C(=O)Cc2ccc3c(c2)OCCCO3)c(O)c1 returned BL2 CD40 inh 13.
CCN(CC)CCNC(=S)NC(=O)c1cn(-c2ccccc2)nc1-c1ccc(OC)cc1 was read as BL2 CD40 inh -8.
Screening CCN(CC)Cc1ccc(OC)c(Cl)c1 returned BL2 CD40 inh 7.
`CCCNC(=O)CN1C(=O)NC(CCSC)C1=O` (stereo unspecified) gave BL2 CD40 inh 9.
Screening CCOC(=O)c1[nH]c2ccccc2c1NC(=O)C(CC)CC returned BL2 CD40 inh 14.
Screening CC1Cc2ccccc2N1C(=O)Cc1cccs1 (stereo unspecified) returned BL2 CD40 inh 21.
Screening CCC1(c2ccccc2)NC(=O)N(CC(=O)Nc2cccc(S(=O)(=O)N3CCCC3)c2)C1=O (stereo unspecified) returned BL2 CD40 inh -21.
`CC(NC(=O)COC(=O)CNS(=O)(=O)/C=C/c1ccccc1)c1ccccc1` (stereo unspecified) gave BL2 CD40 inh 4.
CCC(C)(C)C(=O)Nc1ccc(OC)cc1[N+](=O)[O-] was read as BL2 CD40 inh 22.
For Cc1ccc(S(=O)(=O)N2CCOCC2)cc1NC(=O)CN(C)C1CCS(=O)(=O)C1 (stereo unspecified) the results were BL2 CD40 inh 12.
For CC1CCN(C(=O)C(NS(=O)(=O)c2cccc3nsnc23)c2ccccc2)CC1 (stereo unspecified) the results were BL2 CD40 inh 14.
Screening Cc1csc(/N=C/N(C)C)c1C#N returned BL2 CD40 inh 12.
`CO[C@@H]1CN(C)C(=O)c2ccc(NC(C)=O)cc2OC[C@H](C)N(Cc2cccc(F)c2)C[C@H]1C` gave BL2 CD40 inh -5[25 µM].
CN1CCN(S(=O)(=O)c2ccc(NC(=O)Cc3cccs3)cc2)CC1 was read as BL2 CD40 inh -5.
CCC1(c2ccc(F)cc2)NC(=O)N(CC(=O)N(C)C2CCS(=O)(=O)C2)C1=O (stereo unspecified) was read as BL2 CD40 inh -1.
`O=c1[nH]c(=S)n2c(c1-c1ccccc1)OC(CBr)C2` (stereo unspecified) gave BL2 CD40 inh -16.
`COc1ccccc1CN1C[C@@H]2C[C@@H](C3=Cc4cccc(OC)c4OC3)N3CCC[C@@]23C1=O` gave BL2 CD40 inh 14.
Cc1cccc(S(=O)(=O)N[C@@H]2CC[C@H](CCNC(=O)Nc3cc(F)ccc3F)O[C@@H]2CO)c1 was read as BL2 CD40 inh 13[25 µM].
Screening CC(=O)NC1=NN(C(C)=O)C2(S1)C(=O)N(C(C)C)c1ccc(C)cc12 (stereo unspecified) returned BL2 CD40 inh 4.
Screening Cc1ccc(S(=O)(=O)N2CCC(C(=O)OCC(=O)NCc3ccco3)CC2)cc1C returned BL2 CD40 inh -10.
COc1ccc(NC(C)=O)cc1NC(=O)c1cccc(C(F)(F)F)c1 was read as BL2 CD40 inh 5.
For C[C@@H]1CN(C)C(=O)Cc2cc(NS(C)(=O)=O)ccc2O[C@@H]1CN(C)S(C)(=O)=O the results were BL2 CD40 inh 4.
For c1coc(-c2nn3c(Cn4nnc5ccccc54)nnc3s2)c1 the results were BL2 CD40 inh 0.
Screening Cn1nc(-c2ccccc2)cc1NC(=O)[C@@H]1O[C@H](CO)[C@H](O)[C@H](O)[C@H]1O returned BL2 CD40 inh -3.
Screening Cc1cc(=O)[nH]c(SCC(=O)Nc2c(C)n(C)n(-c3ccccc3)c2=O)c1C#N returned BL2 CD40 inh -7.
